GSK3 alpha inh = blockers of GSK3A enzyme activity – biochemical, luminescence, cell-free homogeneous, HTS, primary screen; hit rate 0.1% among 320,000; Glycogen synthase kinase-3 alpha (Homo sapiens), P49840; inhibition, % at 10 µM; GSK-3 alpha kinase, ADP-Glo luminescence, 60 min;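 in the data active = inhibition above about 50%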;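 note: GST-tagged GSK-3 alpha with peptide substrate and 25 µM ATP; 0% = DMSO neutral wells and 100% = GW8510 positive control wells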
Target sequence (P49840 whole entry, looked up): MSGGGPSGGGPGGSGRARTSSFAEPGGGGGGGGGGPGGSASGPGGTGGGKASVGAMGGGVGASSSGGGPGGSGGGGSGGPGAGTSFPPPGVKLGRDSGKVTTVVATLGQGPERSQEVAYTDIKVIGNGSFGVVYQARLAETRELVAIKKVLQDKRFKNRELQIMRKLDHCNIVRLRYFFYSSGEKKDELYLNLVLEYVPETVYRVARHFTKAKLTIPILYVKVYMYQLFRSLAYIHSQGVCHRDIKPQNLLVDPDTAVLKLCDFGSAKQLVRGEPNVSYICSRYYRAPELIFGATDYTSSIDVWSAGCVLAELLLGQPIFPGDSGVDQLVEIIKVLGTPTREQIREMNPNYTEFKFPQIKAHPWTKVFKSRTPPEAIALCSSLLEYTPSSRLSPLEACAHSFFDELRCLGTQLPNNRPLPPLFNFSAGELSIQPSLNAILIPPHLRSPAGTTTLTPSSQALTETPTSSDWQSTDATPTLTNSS
KLF5 inhibitor = KLF5 expression inhibitors, primary screen, DLD-1 cells, luminescence | DLD-1 KLF5 promoter-luciferase reporter | inhibition, % at 5 µM | hit rate 0.23% among 290,000;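 active = inhibition above a per-plate limit of that plate's mean compound inhibition plus 3 SD, cut at about 60% in these data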;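 note: 0% = DMSO wells and 100% = LY294002 at 200 µM; higher means less KLF5 promoter-driven luciferase light; inactives centre near -14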
HSP90 refold inh = HSP90 inhibitors, primary screen, cell lysate, luminescence; Heat shock protein HSP 90 (rabbit reticulocyte lysate; luciferase refolding); AID 1789, 2009; inhibition, % at 5.6 µM; hit rate 0.91% among 290,000; Rabbit reticulocyte lysate, luciferase refolding luminescence, 3 h;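 active = inhibition above the screen-wide mean plus 3 SD, computed separately per campaign, cut at about 16% in these data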;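 note: 0% = DMSO wells and 100% = 60 µM geldanamycin wells; inhibitors lower the luminescence because luciferase stays unfolded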
IEC-6 cytotox = cytotoxicity in IEC-6 intestinal epithelial cells, primary screen, cytotoxicity control for KLF5 inhibitor project, cell-based, luminescence | inhibition, % at 5 µM | IEC-6 cytotoxicity, luminescence viability | hit rate 0.78% among 290,000; in the data active = inhibition above about 22%;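 note: 0% = plate median of test compound wells and 100% = cytotoxic reference compound wells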
PolyA inhibitor = polyadenylation inhibitors in yeast reporter cells, primary screen, luminescence, S. cerevisiae; calls only at 12 µM; hit rate 0.02% among 300,000; S. cerevisiae SKY197-pL101 polyadenylation reporter, beta-gal luminescence; efflux-impaired pdr1/pdr3 knockout yeast; score 100 = 6 SD above DMSO;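 active = lowest replicate activity score at least 50, where 100 means six control SD above control mean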;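 note: yeast exposed to compound for 9 h at 30 °C; higher score means more reporter readthrough which indicates perturbed polyadenylation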
GSK3beta inhib = human GSK3beta kinase inhibitors, primary screen, biochemical, cell-free homogeneous, HTS; Glycogen synthase kinase-3 beta (Homo sapiens), P49841; GST-GSK3beta kinase, ADP-Glo luminescence, 60 min; hits give low values; activity score (negative = inhibition), % at 10 µM; hit rate 0.038% among 300,000; AID 2097, 2009;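 active = more than half of replicate wells score below -50%, meaning over 50% inhibition versus plate controls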;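 note: 0% = median DMSO wells and -100% = median GW8510 positive control wells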
Target sequence (P49841 whole entry, looked up): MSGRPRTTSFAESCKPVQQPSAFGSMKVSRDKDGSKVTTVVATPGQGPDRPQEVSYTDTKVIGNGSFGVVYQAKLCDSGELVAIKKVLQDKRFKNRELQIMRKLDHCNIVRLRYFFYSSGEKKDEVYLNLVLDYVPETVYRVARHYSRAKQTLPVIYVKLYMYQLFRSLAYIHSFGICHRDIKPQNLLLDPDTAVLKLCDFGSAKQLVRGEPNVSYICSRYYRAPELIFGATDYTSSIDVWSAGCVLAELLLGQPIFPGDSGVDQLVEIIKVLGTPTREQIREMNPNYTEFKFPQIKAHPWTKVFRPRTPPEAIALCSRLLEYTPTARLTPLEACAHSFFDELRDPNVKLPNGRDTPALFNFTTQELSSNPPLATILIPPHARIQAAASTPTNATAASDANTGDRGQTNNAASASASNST
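Test system: GST-tagged human GSK3beta kinase, cell-free; evaluation: activity score scaled between in-plate DMSO and GW8510 controls; measured by: ADP-Glo luminescence; incubation: 60 min reaction, RT; benchmarks: DMSO and 20 µM GW8510; reagent: peptide substrate plus 25 µM ATP (final); medium: Tris/MgCl2 kinase buffer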
HSF1 inh = HSF1 inhibitors in luciferase reporter cells, primary screen, cell-based, NIH3T3, luminescence; NIH3T3-HGL HSE-luciferase, MG132-induced, luminescence 8 h; hits give low values; activity change, negative = inhibition, % at 7.5 µM (by protocol); hit rate 0.77% among 300,000; AID 2098, 2009;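 active = more than half of replicate wells show activity change below -50%, luminescence cut by over half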;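 note: luciferase reports HSF-1 transcriptional activity via heat shock element; 0% = median of DMSO wells and -100% = zero luminescence signal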
HSF-1 act = HSF-1 activators, primary screen, NIH3T3-HGL cells, MG132 stress, luminescence, single point; NIH3T3-HGL HSF-1 luciferase reporter, 8 h; 100% = twice DMSO control signal; activation, % at 9 µM; hit rate 1.7% among 300,000; AID 504408, 2011;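 active = mean replicate activation of at least 50% with a set share of replicates each reaching 50%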;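 note: 0% = median of the neutral control wells and 100% = twice that signal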
AI-2 QS modul = Vibrio harveyi AI-2 quorum sensing modulators, primary screen, JMH597 strain, luminescence/OD600 ratio. hit rate 0.4% among 300,000. activity change, % at 7.5 µM. Vibrio harveyi JMH597 AI-2 luminescence/OD600 ratio, 9 h; hits give low values; strain lacks LuxN and CqsS sensors; 0 = neutral-control median. AID 2094, 2009; in the data active = activity change below about -75%, passing the limit was not always enough;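 note: luminescence divided by OD600 gain over 9 h not by final OD600 alone; inactives centre near 13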
aSyn UTR inh = MLPCN primary screen, SNCA 5' untranslated region; hit rate 0.82% among 300,000; inhibition, % (tested at 7.5 µM); alpha-synuclein 5'UTR reporter, inhibitor activity; in the data active = inhibition above about 60%;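 note: H4 neuroglioblastoma cells stably carrying SNCA 5'UTR luciferase fusion; 0% = DMSO wells and 100% = positive control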
Numbers without * were called inactive; i = inactive; nt = no result given. An excerpt; the hit share may differ from the screen's.

SMILES	GSK3 alpha inh	KLF5 inhibitor	HSP90 refold inh	IEC-6 cytotox	PolyA inhibitor	GSK3beta inhib	HSF1 inh	HSF-1 act	AI-2 QS modul	aSyn UTR inh
O=C1OCCC1Sc1nnnn1-c1ccccc1 (stereo unspecified)	-1	1	0	3	i	0	-5	-14	16	6
O=S(=O)(NCCc1ccccc1)c1ccc(Br)s1	-1	-23	3	2	i	1	-2	8	-54	11
CC(=O)NS(=O)(=O)c1ccc(NC(=S)NC(=O)C(C)(C)C)cc1	-4	-10	0	-1	i	-16	-10	2	16	-13
Cc1cccc(C(=O)NNC(=O)c2c(-c3ccccc3Cl)noc2C)c1O	0	2	-2	19	i	1	-1	7	8	5
COCCCn1c(SCC(=O)Nc2ccc(C(C)=O)cc2)nc2ccccc2c1=O	2	-49	1	-3	i	-1	12	17	27	-84
CCOc1cccc(/C=N/NC(=O)c2ccc3c(c2)OCCO3)c1O	-1	65*	-3	11	i	3	15	23	-9	42
C#CCOCCOCCOCCNc1nc(N2CCN(C(=O)[C@H](CCC(=O)O)n3cc(C(N)CC(C)C)nn3)CC2)nc(N2CCN(C(=O)[C@H](Cc3cc4ccccc4[nH]3)n3cc(C(N)[C@H](C)CC)nn3)CC2)n1 (stereo partly specified)	-2	-2	0	-2	i	1	-10	-20	8	-4
COc1ccc(/C=C/C(=O)NC(C)CCc2ccccc2)cc1 (stereo unspecified)	3	-5	9	-2	i	-1	5	2	4	8
Cc1ccc(S(=O)(=O)N2CCOCC2)cc1NC(=O)CSc1n[nH]c(N)n1	0	3	-2	-4	i	0	0	-7	8	2
CCCN1CC(=O)N2Cc3[nH]c4ccccc4c3C[C@H]2C1=O	2	-15	7	4	i	2	-3	-2	4	-20
CC(C)c1c(C(=O)N/N=C/c2ccc(OCc3ccccc3)cc2)nnn1-c1nonc1N	-1	-54	10	9	i	-1	0	-5	11	25
CCN(CC)S(=O)(=O)c1cc(C(=O)Nc2cccnc2)ccc1Cl	-4	8	1	-4	i	3	-4	-15	28	-2
Cc1ccc(C(=O)C2=C(O)C(=O)N(CC3CCCO3)C2c2ccccc2F)o1 (stereo unspecified)	0	-20	-1	-3	i	-1	-7	19	21	13
COc1cc2ncnc(NCc3ccc(Cl)cc3)c2cc1OC	-1	-4	-3	29*	i	1	4	25	18	-17
CCCCOc1c(Br)cc(/C=N/O)cc1OCC	-14	-12	0	-4	i	-3	-4	-6	22	-3
O=[N+]([O-])c1ccc(S(=O)(=O)NCC2CCCO2)cc1 (stereo unspecified)	-1	18	-1	8	i	2	5	5	29	-25
Cc1cc(C)cc(OCC(=O)Nc2cccc(C(=O)O)c2)c1	-2	-36	-1	-2	i	0	-2	9	36	-15
CCOc1ccc(C(=O)Nc2cc(=O)n(C)c(=O)n2C)cc1	-1	7	2	1	i	2	-9	-7	12	11
CS(=O)(=O)N1CCC(C(=O)N2CCN(c3ccc(F)cc3)CC2)CC1	6	7	1	4	i	0	-3	5	29	28
Cc1c(CNCCc2ccc(Cl)cc2)c(C(=O)O)c(C)n1-c1ccccc1	nt	-23	9	2	i	2	4	7	10	1
COCc1nnc(NC(=O)C2CC(=O)N(C3CCCC3)C2)s1 (stereo unspecified)	1	-14	-1	-3	i	1	-9	-20	18	2
Cc1ccc(N/C=C2\CCCCC2=O)c(C)c1	-3	-27	2	1	i	0	-6	-4	6	-9
COc1ccc(CCNC(=O)c2nn(C)cc2Cl)cc1	-1	-40	4	11	i	2	-11	-18	12	-59
COc1cc(C(C(=O)NC2CCCCC2)N(C(=O)Cc2c[nH]c3ccccc23)c2ccc(C)cc2)cc(OC)c1OC (stereo unspecified)	-1	4	7	-4	i	0	2	5	3	-9
Cc1cc(C)c(NC(=O)CS(=O)CC(=O)NC2CCCc3ccccc32)c(C)c1 (stereo unspecified)	-2	-16	0	11	i	3	-1	0	6	17
COc1ccc2oc(C(=O)OCC(=O)NC(C)(C#N)C3CC3)c(C)c2c1 (stereo unspecified)	1	nt	nt	nt	i	1	6	-2	-1	-3
COc1ccc(Nc2nnc(SCC(=O)N3CC(=O)Nc4ccccc43)s2)cc1	-5	-18	0	7	i	1	6	20	24	1
CC(C)CCNC(=O)c1cc(-c2ccncc2)nc2ccc(S(=O)(=O)N3CCOCC3)cc12	0	-9	0	-7	i	-3	-4	-6	-2	2
CNC(=O)c1[nH]nc2c1CCc1ccccc1-2	1	-25	-3	-4	i	-2	-3	6	3	-31
CCC1C(=O)N=C(SCC(=O)Nc2ccc(C(=O)OC)cc2)NC1=O (stereo unspecified)	nt	-15	0	1	i	3	-2	8	27	-13
Cc1ccc(-c2nnc3c4ccccc4c(C)nn23)cc1S(=O)(=O)N1CCN(C)CC1	1	-28	-2	4	nt	nt	nt	nt	nt	nt
O=C(c1ccc(F)cc1)C1CCN(C(=S)Nc2ccccc2)CC1	-1	8	2	7	i	1	nt	nt	11	14
COc1ccc(NC(=O)CSc2nnc(-c3cccc(O)c3)o2)cc1	3	-31	-2	4	i	-5	-9	-6	12	-110
CC[C@@H](C)[C@H](NC(=O)OC(C)(C)C)c1nnc(S(=O)(=O)Cc2cc(C)ccc2C)o1	-1	6	1	12	i	2	-66*	-65	12	12
NC(=O)C1CCCN(CC(O)COCc2ccc(Cl)cc2)C1 (stereo unspecified)	-2	-28	-2	5	i	2	2	19	0	-19
CC(C)c1ccc(NC(=S)N(C)CCc2ccccn2)cc1	1	5	1	7	i	3	-1	13	22	-27
COc1cccc(-n2nnc3c(=O)n(CC(=O)OCc4ccccc4)cnc32)c1	-2	-28	0	-4	i	-1	1	-14	15	-4
COCc1cc(=O)n2[nH]c(-c3cccc(Br)c3)cc2n1	2	-40	4	4	i	0	11	15	3	-75
COc1ccccc1NC(=S)Nc1cccc2cnccc12	8	7	11	7	i	0	4	4	14	-16
Cc1ccc(NC(=O)Cn2nnc(C(=O)NCc3ccc4c(c3)OCO4)c2N)cc1	-1	-22	-4	-3	i	3	-1	6	11	18
CCOC(=O)c1ccc[n+](CC(=O)c2ccccc2)c1	1	-8	2	6	i	1	-7	0	9	-20
CN(C)/C=C(\C#N)C(=O)c1cccc(Oc2ccc(Br)cc2)c1	3	1	-3	0	i	-1	-13	2	9	5
CCCN1CCC(=O)N([C@H](CO)CC(C)C)CC1	1	-2	-4	-4	i	0	-2	-6	11	1
COC(=O)[C@@H](NC(=O)O[C@@H]1C(=O)c2cc(Br)ccc2O[C@H]1c1cccc(OC)c1)C(C)C	-3	9	0	2	i	2	-32	-48	11	13
CC(=O)Nc1ccc(N2CC(C)(C)C2=O)cc1	0	-6	0	0	i	1	-8	3	-4	-4
O=C(N/N=C/c1ccc(Br)s1)c1ccncc1	-1	-37	1	5	i	1	1	-7	9	-5
CCOC(=O)c1c(C)c(C(=O)N2CCN(c3ccccc3)CC2)c(C)n1C	nt	-20	7	3	i	-3	11	11	15	2
Cn1c(=O)c2c(SCC(=O)N3CCOCC3)nc(-c3ccccc3F)nc2n(C)c1=O	-1	-39	3	0	i	3	-2	-1	19	9
Cc1ccc(S(=O)(=O)NCC(=O)OCC(=O)c2ccc(Br)s2)cc1	-4	3	2	-1	i	4	-24	-33	1	18
COc1ccc(NC(=O)CSc2nc3ccccc3c(=O)n2CCC(=O)N2CCCCC2)cc1	-2	-9	4	2	i	2	2	1	12	11
CCc1cccc(NC(=O)CCc2c(C)nn(-c3ccc(N4CCOCC4)nn3)c2C)c1	-1	-30	1	-2	i	4	11	10	1	-8
c1ccc(SCCCCN2CCOCC2)cc1	-1	-12	5	4	i	-2	0	1	-2	-11
O=S(=O)(NCCOc1ccccc1Cl)c1ccc2oc3ccccc3c2c1	-2	-31	-3	-9	i	0	-2	3	25	-2
Cc1ccc(N(Cc2cc(=O)[nH]c3ccccc23)C(=O)CCl)cc1	0	-7	0	-1	i	-2	14	2	7	1
CCOC(=O)C1CCCN(S(=O)(=O)c2ccc3c(c2)NC(=O)CO3)C1 (stereo unspecified)	nt	-6	-1	0	i	0	-4	-12	12	-3
CCC(C(=O)O)P(=O)(c1ccc(Cl)cc1)c1ccc(Cl)cc1 (stereo unspecified)	1	-25	6	-4	i	-1	-2	24	11	6
Cn1c(N)c(C(=O)c2cc(-c3ccccn3)nc3ccccc23)c(=O)[nH]c1=O	nt	-6	2	-7	i	0	-1	-12	16	-18
COc1cc([N+](=O)[O-])ccc1NC(=O)/C=C/C(=O)O	-2	-27	2	3	i	1	1	-3	15	7
Cc1ccc(-c2ccc(SCC(=O)Nc3cc(C)on3)nn2)cc1	-1	-56	-7	3	i	3	4	15	0	-20
C=C(C)C1CC=C(C)/C(=N\NC(=S)Nc2ccc(C)cc2)C1 (stereo unspecified)	0	-4	-4	-3	i	1	10	33	2	-32
New compounds follow
SMILES	GSK3 alpha inh	KLF5 inhibitor	HSP90 refold inh	IEC-6 cytotox	PolyA inhibitor	GSK3beta inhib	HSF1 inh	HSF-1 act	AI-2 QS modul	aSyn UTR inh
CCCn1c(SC2C(=O)CC(C)(C)CC2=O)nc2c1c(=O)n(C)c(=O)n2C	0	-50	-1	2	i	1	5	6	2	-5
Cc1oc(C(C)(C)C)cc1C(N)=O	-1	-12	3	19	i	5	-9	-10	21	-14
C=CCSc1nnc2nc3c(nn12)c1cc(C)ccc1n3CC=C	2	-42	2	-5	i	1	-4	3	41	18
O=C(CCSc1ccc(Cl)cc1)NCc1ccncc1	2	8	2	-3	i	3	-2	-18	5	4
Cc1cc(C)n2c(SCC(=O)NC3CCCCC3)nnc2n1	0	-8	4	0	i	-10	-4	11	7	-2
Cc1cc(S(=O)(=O)N2CCOCC2)c(C)s1	4	4	0	1	i	3	-6	-12	nt	7
CCC(C)NC(=O)CN(C)S(=O)(=O)c1ccc2c(c1)c(=O)n(C)c(=O)n2C (stereo unspecified)	-1	2	-2	1	i	1	-5	-3	2	6

3 of the entries above in order of their number in HSF1 inh, falling:
SMILES,HSF1 inh
C=C(C)C1CC=C(C)/C(=N\NC(=S)Nc2ccc(C)cc2)C1 (stereo unspecified),10
Cc1cccc(C(=O)NNC(=O)c2c(-c3ccccc3Cl)noc2C)c1O,-1
C#CCOCCOCCOCCNc1nc(N2CCN(C(=O)[C@H](CCC(=O)O)n3cc(C(N)CC(C)C)nn3)CC2)nc(N2CCN(C(=O)[C@H](Cc3cc4ccccc4[nH]3)n3cc(C(N)[C@H](C)CC)nn3)CC2)n1 (stereo partly specified),-10

Source: PubChem BioAssay (several laboratories)
